Screening results from PubChem.
M4 antag: blocks acetylcholine activation of human M4 receptor; CHO-hM4 cells, ACh EC80, Fluo-8 calcium fluorescence; 0.73% of 360,000 active; inhibition, % at 3 µM; AID 624125; P08173;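 active = inhibition above its plate's cutoff, the mean inhibition of sample wells plus 3 SD, cut at about 27% in these data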;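 note: 0% = acetylcholine EC80 with DMSO and 100% = DMSO without agonist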
Target sequence (P08173 whole entry, looked up): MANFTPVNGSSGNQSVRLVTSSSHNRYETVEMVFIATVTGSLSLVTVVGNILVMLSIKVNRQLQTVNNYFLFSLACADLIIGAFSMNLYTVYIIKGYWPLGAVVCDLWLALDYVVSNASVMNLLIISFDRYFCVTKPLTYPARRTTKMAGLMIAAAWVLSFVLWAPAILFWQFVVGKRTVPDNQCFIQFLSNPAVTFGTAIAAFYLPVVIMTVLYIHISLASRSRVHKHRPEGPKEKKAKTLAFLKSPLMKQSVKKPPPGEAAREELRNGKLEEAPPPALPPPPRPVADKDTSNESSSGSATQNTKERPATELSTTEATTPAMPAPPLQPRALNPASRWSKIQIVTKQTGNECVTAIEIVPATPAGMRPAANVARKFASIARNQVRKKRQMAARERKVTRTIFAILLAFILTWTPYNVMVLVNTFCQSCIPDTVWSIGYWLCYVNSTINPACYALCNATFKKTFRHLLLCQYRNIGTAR
CHRM1 antagonist: antagonists of human M1 muscarinic receptor; P11229; CHO-K1 hM1, Fluo-8 calcium fluorescence, ACh EC80 antagonist; inhibition, % at 3 µM; 1.3% of 360,000 active;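 active = percent inhibition above its own plate's cutoff, namely the mean of that plate's compound wells plus 3 SD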;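 note: peak over basal fluorescence ratio during 140 s after agonist addition; 0% = ACh EC80 plus DMSO and 100% = DMSO alone without agonist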
M5 PAM: CHRM5 positive allosteric modulation | CHO-K1 hM5, Fluo-8 calcium, ACh EC20 PAM; 0% = ACh EC20, 100% = ACh EC100 | activation, % at 3 µM | 0.3% of 360,000 active | AID 624038;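 active = activation above the run cutoff, the mean activation of all test compounds plus 3 SD, cut at about 18% in these data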
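Assay system – human M5 receptor in CHO-K1 cells · Read-out – % activation, ACh-normalized · Technique – Fluo-8 calcium fluorescence · Dosing – single-point, 3 µM nominal · Incubation – Fluo-8 loading 80 min at 37 °C plus 30 min room temperature · Repeats – singlicate, one well per test compound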
CHRM5 antagonist: blocks acetylcholine activation of human M5 receptor. CHO-hM5 cells, Fluo-8 calcium fluorescence, ACh EC80. 0.59% of 360,000 active. inhibition, % at 3 µM. AID 624040;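 active = inhibition above a per-plate cutoff, the mean of that plate's test compounds plus 3 SD, cut at about 27% in these data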;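 note: 0% = acetylcholine EC80 with DMSO and 100% = DMSO without agonist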
TAAR1 agonist: human TAAR1 agonism. Q96RJ0. CHO RD-HGA16 TAAR1, Fluo-8 calcium fluorescence; vehicle wells 0%, saturating PEA agonist 100%. activation, % at 3 µM. 0.99% of 360,000 active. AID 624467;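 active = activation above the mean activation of all test compounds in the run plus 3 SD, cut at about 38% in these data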
Target sequence (Q96RJ0 whole entry, looked up): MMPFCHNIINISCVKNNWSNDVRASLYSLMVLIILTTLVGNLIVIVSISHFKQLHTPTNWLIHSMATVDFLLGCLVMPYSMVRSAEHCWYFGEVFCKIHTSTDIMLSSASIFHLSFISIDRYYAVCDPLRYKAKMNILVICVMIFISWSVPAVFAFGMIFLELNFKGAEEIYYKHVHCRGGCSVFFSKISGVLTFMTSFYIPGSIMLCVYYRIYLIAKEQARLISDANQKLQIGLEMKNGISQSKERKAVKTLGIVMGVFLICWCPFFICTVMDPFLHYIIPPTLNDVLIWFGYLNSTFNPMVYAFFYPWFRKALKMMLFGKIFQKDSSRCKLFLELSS
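Assay system: CHO-derived RD-HGA16 cells with stable Gα16 and human TAAR1; timing: 17-24 h seeding, 75 min 37 °C dye, 30 min RT; read-out: % activation from peak over basal fluorescence ratio, DMSO-to-PEA scaled; measured by: kinetic Fluo-8 calcium fluorescence; benchmarks: low control DMSO, high control PEA (EC100); doses: 3 µM single concentration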
M4 ag: CHRM4 agonism in calcium assay | CHO-K1 hM4/Gqi5, Fluo-8 calcium fluorescence; vehicle 0%, full acetylcholine response 100% | P08173 | 0.14% of 360,000 active | activation, % at 3 µM;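 active = activation above the run mean over all test wells plus 3 SD, cut at about 32% in these data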;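 note: peak over basal fluorescence ratio per well then scaled between controls; 0% = DMSO wells and 100% = acetylcholine at EC100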
CHRM1 PAM: human CHRM1 positive allosteric modulation | activation, % at 3 µM | P11229 | AID 588819 | CHO-K1 hM1, Fluo-8 calcium fluorescence, ACh EC20; 0% = ACh EC20, 100% = maximal ACh | 0.088% of 360,000 active; in the data active = activation above about 19%, passing the limit was not always enough
M5 ag: CHRM5 agonism in calcium assay; P08912; CHO-K1 hM5 cells, Fluo-8 calcium fluorescence; 0% DMSO wells, 100% maximal acetylcholine response; activation, % at 3 µM; 0.19% of 360,000 active; AID 624037;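 active = activation above the run's mean over test compounds plus 3 SD, cut at about 23% in these data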;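 note: signal is peak over basal fluorescence ratio across the kinetic read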
M1 ag: agonists of human M1 muscarinic receptor | activation, % at 3 µM | 0.33% of 360,000 active | CHO-K1 hM1, Fluo-8 calcium fluorescence, agonist mode; 0% DMSO, 100% acetylcholine EC100 | P11229;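 active = activation above the run's mean compound activation plus 3 SD, cut at about 16% in these data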;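 note: peak over basal fluorescence ratio within a 140 s kinetic read after compound addition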
Starred values were filed as active, the others as inactive; . = not tested or not shown. This is a subset; the hit share may differ from the screen's.

Structure,M4 antag,CHRM1 antagonist,M5 PAM,CHRM5 antagonist,TAAR1 agonist,M4 ag,CHRM1 PAM,M5 ag,M1 ag
CCOC(=O)c1[nH]c(C)c(/C(O)=C2\C(=O)C(=O)N(CCN(C)C)C2c2ccco2)c1C (stereo not drawn),1,-3,4,-7,13,0,4,-2,-2
CSCCC(NC(=O)c1ccccc1Br)C(=O)NNC(=O)c1ccncc1 (stereo not drawn),7,6,2,0,12,1,-1,0,-4
CCCCC(=O)NC(c1ccccc1)c1ccc2cccnc2c1O (stereo not drawn),-5,-16,-3,9,1,0,11,-1,-2
CC1(C(=O)Nc2ccc3ccccc3c2)CCC(=O)N1CC(F)(F)F (stereo not drawn),-4,9,0,-2,0,1,4,3,1
CC1(C)CC(NC(=O)C2CCC(=O)N(C3CC3)C2)CC(C)(C)C1 (stereo not drawn),8,-3,-5,13,2,0,5,-2,-4
C(=N\Nc1ccccc1)/c1ccc(N2CCOCC2)cc1,4,-4,1,-1,8,2,-1,2,-6
CC(C)Oc1ccc(C(=O)CCN2CCOCC2)cc1,-6,-13,-1,15,2,0,11,0,-4
N#Cc1ccccc1/C=C/C(=O)N1CCOCC1,4,7,-23,12,2,10,-1,34*,5
Oc1ccccc1-c1nc(NCCN2CCOCC2)c2ccccc2n1,6,13,-39,7,15,16,-2,2,0
CC1CCCC(NC(=O)COC(=O)[C@@H]2CC(O)CN2S(=O)(=O)c2ccc3c(c2)OCCO3)C1C (stereo partly drawn),7,1,-8,7,7,2,-4,1,-3
O=C(c1ccsc1)N1CCCC(N2CCN(c3ccccc3F)CC2)C1 (stereo not drawn),8,12,-1,-5,-1,0,-4,-3,-6
CC(C)C(NC(=O)c1ccco1)C(=O)OCC(=O)c1ccccc1 (stereo not drawn),-1,1,-2,9,-1,1,-1,-3,-2
c1ccc(OCCN2CCNCC2)cc1,1,-8,-4,7,3,0,4,0,-1
CC(=O)NC(c1cccs1)c1cc(Cl)c2ccccc2c1O (stereo not drawn),6,-3,5,12,4,1,6,-3,-6
CCCCC(=O)Nc1nnc(CCc2ccccc2)s1,2,-11,3,-4,-1,-1,6,1,-1

Single records, as listed above.
`CC1CCCC(NC(=O)COC(=O)[C@@H]2CC(O)CN2S(=O)(=O)c2ccc3c(c2)OCCO3)C1C` (stereo partly drawn) across the screens: M4 antag = 7; CHRM1 antagonist = 1; M5 PAM = -8; CHRM5 antagonist = 7; TAAR1 agonist = 7; M4 ag = 2; CHRM1 PAM = -4; M5 ag = 1; M1 ag = -3
`CCCCC(=O)Nc1nnc(CCc2ccccc2)s1` across the screens: M4 antag = 2; CHRM1 antagonist = -11; M5 PAM = 3; CHRM5 antagonist = -4; TAAR1 agonist = -1; M4 ag = -1; CHRM1 PAM = 6; M5 ag = 1; M1 ag = -1

Looked up by compound from above, two records:
Structure,M4 antag,CHRM1 antagonist,M5 PAM,CHRM5 antagonist,TAAR1 agonist,M4 ag,CHRM1 PAM,M5 ag,M1 ag
C(=N\Nc1ccccc1)/c1ccc(N2CCOCC2)cc1,4,-4,1,-1,8,2,-1,2,-6
CCCCC(=O)Nc1nnc(CCc2ccccc2)s1,2,-11,3,-4,-1,-1,6,1,-1

Other compounds follow:
Structure,M4 antag,CHRM1 antagonist,M5 PAM,CHRM5 antagonist,TAAR1 agonist,M4 ag,CHRM1 PAM,M5 ag,M1 ag
C=C1CCC[C@]2(C)C[C@H]3OC(=O)C(CN4CCCCC4CO)[C@H]3CC12 (stereo partly drawn),1,5,-2,10,5,2,-3,-5,-4
CCc1nc2ccccc2c(C(=O)OCC(=O)Nc2cccc(S(=O)(=O)N3CCOCC3)c2)c1C,30*,28*,-18,11,20,11,-9,4,-4
CCOC(=O)N/N=C(\C)c1ccc(C)o1,-10,-3,9,-3,6,2,6,2,5
COc1ccc(C(C(=O)NCc2ccccc2)n2c(=O)c(-c3ccccc3)nc3ccccc32)cc1 (stereo not drawn),-2,.,-2,9,1,2,.,0,.
CCc1ccc(N(CC(=O)N2CCN(Cc3ccccc3)CC2)S(C)(=O)=O)cc1,6,-12,-2,2,-1,2,3,4,-1
O=c1[nH]c(CSc2ncc(C(F)(F)F)cc2Cl)nc2ccccc12,7,-5,-2,-3,1,2,6,4,-8
CCOCC(=O)OCC(=O)Nc1cc(OC)c([N+](=O)[O-])cc1C,3,0,2,-1,4,1,3,0,-3
CCCOc1ccc(Cl)cc1CN1CCOCC1,6,-2,-5,-1,6,3,2,-4,-2
O=C(CN1C(=O)NC2(CCSC2)C1=O)NCc1ccccc1 (stereo not drawn),-9,-14,5,7,4,3,11,-1,-3
CCc1cc(CNC(=O)CCc2nnc(Cc3cccc(C)c3)o2)on1,1,-2,10,-9,1,1,10,3,-6
COCC1CCN(C(=O)c2ccc3oc(CCCc4ccccc4)nc3c2)C1 (stereo not drawn),-3,3,-1,-2,0,2,1,-1,-4
N#C/C(=C/c1ccc(F)cc1)S(=O)(=O)c1ccccc1,2,2,-6,16,3,1,-4,0,-1
COc1ccc(-c2sc(NC(C)=O)nc2-c2ccccc2)cc1,1,-3,-2,10,1,-2,2,-2,-4
Cc1onc(-c2c(F)cccc2Cl)c1C(=O)Nc1nnc(C2CC2)s1,6,14,1,3,8,0,-14,-2,-6
Cn1ccc(NC(=O)Nc2cccc([N+](=O)[O-])c2)n1,5,3,-11,24,13,9,1,6,1
CSCCC(NC(=O)/C(=C/c1ccc2c(c1)OCO2)NC(=O)c1cccc([N+](=O)[O-])c1)C(=O)O (stereo not drawn),3,6,6,5,3,1,-2,-1,-5
Cc1c(NS(=O)(=O)c2ccc3c(c2)c(=O)n(C)c(=O)n3C)c(=O)n(-c2ccccc2)n1C,-5,-22,3,0,7,0,5,-6,-4
O=C1NCCN1CCNS(=O)(=O)c1ccc(F)c(Cl)c1,7,-2,3,2,3,1,1,0,-3
Cc1cccc(C)c1NC(=O)C(NC(=O)CN1C(=O)c2ccccc2C1=O)c1ccccc1 (stereo not drawn),-10,-9,5,-6,11,0,-1,-3,-3
COc1ccccc1OC(=O)c1cc2ccccc2oc1=O,-4,-19,0,0,0,1,21,0,-2
C/C(=N\NC(=O)c1ccccc1C)c1cccc([N+](=O)[O-])c1,-1,-4,4,-1,-1,0,8,-4,0
O=C(CSc1nc(=O)n(CCCN2CCOCC2)c2c1CCC2)Nc1ccccc1F,-5,-13,3,-2,5,0,8,-1,-7
Cc1ccc(N2C(=O)N(CC(=O)Nc3ccc(F)c(F)c3)C(=O)C2C)cc1 (stereo not drawn),7,-12,-3,8,3,3,13,1,-1
COc1ccc(-n2nnnc2SCC(=O)Nc2ccc3c(c2)OCCO3)c(OC)c1,5,4,-12,4,7,12,-7,9,1
Cc1ccccc1N=C1Nc2ccccc2CS1,3,10,-9,4,1,0,-6,-5,-4
O=C(Nc1cccc(Cl)c1)NC1CCS(=O)(=O)C1 (stereo not drawn),0,-10,-2,12,-1,3,7,-3,0
CCCCN(CCCC)c1nn[nH]n1,-4,-11,14,12,2,0,4,2,4
CC(=O)c1cccc(-c2ccnc3c2CC(C(=O)Nc2ccc4c(c2)OCO4)O3)c1 (stereo not drawn),-5,-9,-3,6,2,8,-1,1,1
O=C(CCCCCn1c(=O)[nH]c2ccsc2c1=O)N1CCN(C2CCCCC2)CC1,-8,-2,0,1,0,3,-5,-4,-11
CSc1ccc(CN(C)CC(=O)N(C)CC(=O)Nc2ccccc2Br)cc1,-4,-15,4,-1,3,2,9,-1,-8
Cc1ccc2cc3c(nc2c1)N(Cc1ccco1)CC3,4,-14,-12,0,4,6,-17,-7,-1
CN(C)CCO/N=C(\c1ccc(Br)cc1)c1cccnc1,1,8,-6,8,2,2,-4,-19,-5
O=C(NNC(=O)C1CCN(Cc2ccccc2)CC1)c1cccc(Cl)c1,11,-8,-1,2,0,0,2,-5,-5
CC(=O)Cc1nsc(NC(=O)c2ccc(COc3ccc(C)cc3)o2)n1,-2,-11,4,-10,10,5,5,6,3
CC(C)CC(NC(N)=O)C(=O)OCC(=O)Nc1ccc(SC(F)F)cc1 (stereo not drawn),-2,-6,-7,8,5,8,2,3,-2
CCOc1ncccc1C(=O)Nc1ccc(Cl)c(S(=O)(=O)N2CCCC2)c1,4,7,-9,8,8,6,-1,1,-5
Cc1ccc(-n2c(Cc3cccc4ccccc34)n[nH]c2=S)c(C)c1,6,-11,0,0,1,-1,12,-2,1
Cc1ccccc1CNC(=O)c1ccc2nc([C@@H]3O[C@H](CO)[C@H](O)[C@H](O)[C@H]3O)[nH]c2c1,2,10,-6,0,3,0,-9,1,1
Cc1cc(C)c(N)c(C(=O)O)c1,3,-1,1,9,11,1,3,-1,-2
Cc1cc(CNC(=O)C2CCC(=O)N(Cc3cccc(C(F)(F)F)c3)C2)no1 (stereo not drawn),2,-12,1,-2,0,1,8,-1,-2
CCc1nc2c(OCC(=O)N3CCOCC3)cccn2c1N(C=O)Cc1ccccc1,-12,-5,1,-12,2,1,1,-1,-5
CCCCc1c(C)nc(N)[nH]c1=O,-1,-1,-7,1,5,2,2,-1,-2
Cc1[nH]n(-c2ccccc2)c(=S)c1C=NCCCN=Cc1c(C)[nH]n(-c2ccccc2)c1=S,4,-9,-2,2,2,1,15,-1,-10
COc1ccc(-c2cc(C(=O)NCCCN3CCCC3=O)c3ccccc3n2)cc1,-11,-1,-24,10,10,18,2,-1,-3
COC(=O)CSc1nnc(CNS(=O)(=O)c2ccc(Cl)cc2)n1C,1,-8,0,3,13,0,0,-1,-2
O=C(COc1ccc([N+](=O)[O-])cc1)Nc1ccc2[nH]c(=O)[nH]c2c1,1,2,-6,9,1,0,3,-4,-1
O=C(C1CCN(S(=O)(=O)c2ccc(Br)s2)CC1)N1CCN(C2CCCCC2)CC1,0,-3,0,-3,4,2,-1,-9,-13
CC(C)(C)NC(=O)Cn1nnnc1-c1nonc1N,6,-2,-5,2,2,1,5,-2,-1
Cc1nnc(NC(=O)/C=C/c2ccco2)s1,-3,1,-2,-3,1,0,4,0,-3
CCOc1nc(C)cc(C)c1S(=O)(=O)c1cccc(Cl)c1,-3,-11,-2,2,0,-2,1,-7,-8
CCN(CC)c1ccc(NC(=O)COC(=O)CSc2ccc(Br)cc2C)cc1,-11,-12,0,1,1,-1,2,-4,-11
O=C(NC1CC1)C1=NOC(CNc2ncc(C(F)(F)F)cc2Cl)C1 (stereo not drawn),10,-10,-3,-1,-3,0,4,1,-2
COc1ccc(C)cc1C(=O)CCC(=O)NCCc1ccc(S(N)(=O)=O)cc1,10,-10,-3,15,0,0,5,-2,-3
COC(=O)[C@H](CCSC)NC(=O)NC1CCN(Cc2ccccc2)CC1,9,-4,1,3,3,1,3,-4,-5
COc1nc(N(C)S(=O)(=O)c2ccc(C)cc2)nc(C)c1Cl,-2,1,-6,-2,2,1,-4,1,-4
COc1cccc(-c2cnc(C(O)c3ccc(C)cc3)[nH]2)c1 (stereo not drawn),-7,-19,-5,2,3,1,13,2,2
